EPAC2 antag – antagonists of human EPAC2 | Potency, µM (top dose mostly 114 µM), for the others: at the highest dose activity, negative = inhibition, actives largely listed as inhibitors | Q8WZA2 | EPAC2 GEF exchange of Rap1B-BODIPY-GDP, fluorescence | 360,000 compounds, 0.18% hits; note: potency is the fitted concentration of half-maximal effect; % is set by controls: 0 for no effect and ±100 for the full control effect; nearly all actives have a fitted effect of over 45% in size; many of its hits are not listed in these tables
Target sequence (Q8WZA2 whole entry, looked up): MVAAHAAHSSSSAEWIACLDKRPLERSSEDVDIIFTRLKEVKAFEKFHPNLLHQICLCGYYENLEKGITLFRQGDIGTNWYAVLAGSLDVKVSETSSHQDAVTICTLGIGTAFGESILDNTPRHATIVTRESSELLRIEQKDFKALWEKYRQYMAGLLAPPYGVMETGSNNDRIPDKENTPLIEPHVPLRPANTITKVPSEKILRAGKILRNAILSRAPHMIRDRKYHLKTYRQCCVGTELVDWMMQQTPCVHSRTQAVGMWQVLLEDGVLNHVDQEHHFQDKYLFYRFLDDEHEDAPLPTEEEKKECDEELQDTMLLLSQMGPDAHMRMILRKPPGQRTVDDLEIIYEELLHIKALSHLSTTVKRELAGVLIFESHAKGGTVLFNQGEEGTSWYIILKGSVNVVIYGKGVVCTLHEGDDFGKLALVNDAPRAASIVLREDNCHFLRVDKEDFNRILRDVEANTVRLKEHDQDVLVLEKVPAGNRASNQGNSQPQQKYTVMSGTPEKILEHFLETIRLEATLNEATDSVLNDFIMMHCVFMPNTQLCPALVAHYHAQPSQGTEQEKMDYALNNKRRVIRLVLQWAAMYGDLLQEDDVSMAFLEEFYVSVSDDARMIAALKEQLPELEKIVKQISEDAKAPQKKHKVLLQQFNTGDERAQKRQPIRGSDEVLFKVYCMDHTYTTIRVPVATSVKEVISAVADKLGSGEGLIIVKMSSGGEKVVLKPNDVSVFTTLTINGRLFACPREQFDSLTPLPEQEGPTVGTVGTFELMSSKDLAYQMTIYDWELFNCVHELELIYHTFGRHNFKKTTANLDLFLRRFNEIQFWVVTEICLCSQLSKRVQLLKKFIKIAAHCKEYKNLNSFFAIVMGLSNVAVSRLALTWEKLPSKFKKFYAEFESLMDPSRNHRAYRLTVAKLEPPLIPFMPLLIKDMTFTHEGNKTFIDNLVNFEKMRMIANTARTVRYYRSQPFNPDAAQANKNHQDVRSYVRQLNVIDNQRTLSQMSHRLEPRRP
aSyn yeast inh – inhibitors of alpha-synuclein toxicity in yeast; Yeast expressing alpha-synuclein, growth rescue, BacTiter-Glo, 24 h; Potency, µM (series often up to 46.1 µM), for inactives: at the highest dose growth rescue (activation), actives largely listed as activators; 370,000 compounds, 0.14% hits; AID 652106; note: potency is the fitted concentration of half-maximal effect; % of control where 0% means no effect; nearly all actives have a fitted effect of over 65% in size
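Galactose-induced alpha-syn yeast (OD600=0.02, raffinose-pregrown) + pinned cpd, 24 hr, 30 deg C; growth by BacTiter-Glo luminescence. Growth restoration scores as activation.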
TDP-43 yeast inh – TDP-43 toxicity inhibition in yeast; AID 652104; 410,000 compounds, 1.8% hits; Potency, µM (highest dose often 46.1 µM), for the others: top-dose growth rescue (activation), usual class: activators; TDP-43 expressing yeast growth rescue, BacTiter-Glo, 24 h; note: potency is the fitted concentration of half-maximal effect; % of control where 0% means no effect; nearly all actives have a fitted effect of over 50% in size
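Galactose-induced TDP-43 yeast, OD600=0.02, compound pinned; 24 hr, 30 deg C; BacTiter-Glo luminescence for growth. Inhibitors of TDP-43 toxicity read as activators.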
EPAC2 ag – agonists of human EPAC2 (RAPGEF4). Q8WZA2. EPAC2 activation, biochemical qHTS; response scale: 100% = 6.5 mM cAMP response. Potency, µM (series often up to 154 µM), for inactives: at the top dose activation, most hits filed as activators. 360,000 compounds, 0.079% hits. AID 720711; note: potency is the fitted concentration of half-maximal effect; nearly all actives have a fitted effect of over 50% in size
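Setup: EPAC2 100 nM, labeled Rap1B complex 250 nM, free GDP 50 uM. Compound titrations pinned in, brief spin, 5 min room temperature incubation. Kinetic fluorescence read over 30 min, normalized to 6.5 mM cAMP.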
D3 antag – antagonists of human D3 dopamine receptor. P35462. D3R cells, DiscoveRx beta-arrestin luminescence, antagonist mode; active compounds read low. max response, negative = inhibition, %. 360,000 compounds, 2.5% hits; in the data active = max response below about -50%; inconclusive = no clear call, values can overlap the other calls; note: % is set by controls: 0 for no effect and ±100 for the full control effect; mostly tested at two doses, the higher about 12 µM
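Cells expressing the human receptor were seeded at 1500 cells/well, incubated overnight at 37 degrees C in 5% CO2, then exposed to library compounds with dopamine controls for 90 minutes at 37 degrees C before luminescent detection.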
FUS yeast rescue – rescues growth of FUS-expressing yeast; AID 1347120; S. cerevisiae FUS-expressing, growth rescue, OD600, 24 h; Potency, µM (series often up to 76.6 µM), inactives show at the top dose growth rescue (activation), usual class: activators; 390,000 compounds, 0.24% hits;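 note: potency is the fitted concentration of half-maximal effect; plate controls were DMSO vehicle for no effect and reference control for full effect; nearly all actives have a fitted effect of over 55% in size; some results filed as inactive show a strong effect at the top dose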
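S. cerevisiae expressing FUS from galactose induction served as the toxicity model. Growth after 24hr at 30C, read as absorbance at 600 nm, indicates suppression of toxicity; compounds dosed at several concentrations.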
DRD3 agonist – activates the human D3 dopamine receptor. P35462. D3R DiscoveRx beta-arrestin cells, luminescence, 90 min. max activation, %. 410,000 compounds, 0.58% hits; in the data active = max activation above about 30%; note: 0% is about no effect; mostly tested at two doses, the higher about 12 µM
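Agonist-mode cell screen: cells plated at 1500/well and incubated overnight at 37 °C, then exposed to library compounds for 90 min at 37 °C. Detection reagent was added for 30–60 min at room temperature, and luminescence was read.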
Abeta yeast res – compounds reversing amyloid beta toxicity in yeast. yeast expressing A-beta42, growth rescue, OD600, 48 h; response scale: 0% DMSO, 100% iron-clioquinol control. Potency, µM (series often up to 46.1 µM), without a hit: top-dose growth rescue, most hits filed as activators. 410,000 compounds, 0.063% hits. AID 1347071; note: potency is the fitted concentration of half-maximal effect; nearly all actives have a fitted effect of over 55% in size
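Yeast A-beta toxicity model in growth medium with pinned compounds, 48 h at 30 C; growth read as absorbance at 600 nm. Normalized to FeCl3/clioquinol equimolar mix (positive) and DMSO (negative).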
Active calls of the source: *; u = inconclusive; x = no result given; & = joins results of further samples; [ ] = dose if it differs, or a comment. Unless noted, calls come from the whole dose curve; as a rule, active = well fitted curve in the direction sought with a large enough effect; inconclusive = small, poorly fitted or top-dose-only effect, or another doubt; inactive = no such curve, though single readings can be large; an effect the other way counts as inactive or inconclusive. Not all compounds are listed (hit frequency here may not be typical).

SMILES | EPAC2 antag | aSyn yeast inh | TDP-43 yeast inh | EPAC2 ag | D3 antag | FUS yeast rescue | DRD3 agonist | Abeta yeast res
CCCCn1c(SCC(=O)NC2CC2)nnc1-c1ccncc1 | -2% | 4% | -6% | 3% | 10 | -27% | 2 | -6%
Cc1nn(C)c(C(=O)N/N=C/c2ccccc2)c1[N+](=O)[O-] | 1% | 0% | -4% | 9% | 0 | 2% | 0 | 8%
Nc1ccccc1SCc1cc([N+](=O)[O-])cc2c1OCOC2 | -2%[57.1 µM] | 0% | u | 15% | -20 | 21% | 1 | 12%
O=C(OCC(=O)N1CCN(S(=O)(=O)c2ccc(Cl)cc2)CC1)c1cccc(OC(F)F)c1 | -12% | 2% | 22% | 13% | 7 | u | -7 | 10%
COc1ccc(CNC(=O)COC(=O)c2cc3ccccc3o2)cc1 | 0% | -1% | 12% | 4% | 18 | 33% | -6 | 2%
COC(=O)CN1C(=O)C(O)(CC(=O)c2cccc(Br)c2)c2ccccc21 (stereo unspecified) | -5% | -1% | 0% | 1% | -6 | -5% | -18 | 3%
CCOc1ccccc1NC(=O)CN(CCc1ccccc1)S(=O)(=O)c1ccc(C)cc1 | x | x | 21% | x | x | 26% | -12 | -12%
CCCCC(=O)Nc1cccc(-c2nnc(-c3ccccc3)o2)c1 | -4% | -17% | 22% | -7% | 53 | 42% | 2 | -19%
COc1cc(OC)cc(C(=O)Nc2cccc(NC(=O)c3ccccc3)c2)c1 | -8% | 5% | -1% | 2% | 7 | -8% | 0 | -11%
COc1ccc(-c2nc(CS(=O)CC(=O)NCc3ccccn3)c(C)o2)cc1 (stereo unspecified) | 15% | -3% | -18% | 0% | 0 | -19% | -9 | -13%
Cc1nc2ccccc2c2c1C(=O)N(c1ccc(C(=O)O)cc1)C2=O | -5% | 6% | -24%[0.397 µM] | -5% | 6 | 23% | -5 | 5%
O=C(Cn1ncc2c([nH]c3ccccc32)c1=O)Nc1cccc(C(F)(F)F)c1 | x | x | 10% | x | x | -28% | 2 | -9%
O=C(CN1CCN(C(=O)c2cncn2-c2ccc(F)cc2)CC1)Nc1ccccc1C(F)(F)F | 8% | 16% | -13% | 1% | -26 | 7% | 1 | -37%[inhibitor]
Cc1ccc(-c2cc(C(=O)NCC3CCCO3)c3ccccc3n2)cc1C (stereo unspecified) | 3% | 4% | 15% | 5% | 12 | -8% | 7 | -4%
CCn1cc(/C=C(\NC(=O)c2ccc(OC)cc2)C(=O)NCCCn2ccnc2)c2ccccc21 | -13% | -8%&-1% | 17%&14% | -8% | 2 | 4%&-12% | -11&1 | 0%&10%
CC1=C(C(=O)Nc2cccc(C(F)(F)F)c2)C(c2ccccc2)n2ncnc2N1 (stereo unspecified) | x | 0% | 0% | x | x | -6% | 5 | -16%
CCOC(=O)COc1ccc(C2CC(C)=NN2c2ccccc2)cc1 (stereo unspecified) | -12% | 12% | -16%[1.82 µM] | 5% | 0 | 28% | 3 | 0%
CCC(CC)C(=O)Nc1ccc(Cl)c(Cl)c1 | 7% | -17% | 21% | -1% | 39 | -34% | -10 | 17%
COCCn1c(SCC(=O)N2CCCC2)nnc1-c1ccoc1C | 15% | -4% | -12% | -10% | 1 | 4% | -1 | -11%
CCCc1cc(=O)[nH]c(SCC(=O)c2c(C)[nH]c3ccccc23)n1 | -11% | 1% | 11% | 5% | 11 | -8% | 11 | -3%
Cc1nc([N+](=O)[O-])c(Br)n1CC(=O)c1ccc(Cl)cc1 | -5% | 1% | 13µM* | -14% | -29 | -10% | -2 | 4%
CN(C(=O)CCCN1C(=O)c2ccccc2C1=O)C1CCCCC1 | 6% | 2% | 28% | 13% | -21 | x | 3 | 9%
Cn1c(NC(=O)C2CCCO2)cc(=O)n(C)c1=O (stereo unspecified) | 5% | -8% | -16% | 7% | -23 | -11% | 5 | 6%
O=C(O)C1CCCN(CCC=C(c2ccccc2)c2ccccc2)C1 (stereo unspecified) | -6% | 3%&1% | 16% | 3% | -7 | -28% | -37 | -17%
COc1ccc(NC(=S)N2CCN(C(=O)c3ccco3)CC2)cc1 | -5% | 4% | -1% | 7% | -2 | 1% | 1 | 6%
O=[N+]([O-])c1cc([N+](=O)[O-])c2cccnc2c1Oc1ccccc1O | -2% | 4% | 2µM* | 0% | 22 | x | 0 | 1%
CC(C)(C)Nc1nc(-c2ccc3c(c2)CCN3C(=O)C2CC2)cs1 | 2% | -29% | -3% | 14% | 4 | u | -4 | -67%[inhibitor]
COCC(C)n1c(C)cc(C(=O)CSc2nnc(-c3ccco3)o2)c1C (stereo unspecified) | -5% | 10% | 25% | 3% | 15 | 5% | 26 | 5%
CC(=O)Oc1ccc(/C=c2\sc3ncnn3c2=O)cc1 | 12% | 7% | u | -4% | -7 | x | -2 | 0%
COc1ccc(C(=O)CSc2ccc3nnc(-c4cccnc4)n3n2)cc1 | -8% | -8% | -17% | 4% | -4 | 15% | -9 | -2%
CC1(C(=O)NS(=O)(=O)C2CC2)CCCN(C(=O)c2ccc(F)cc2Cl)C1 (stereo unspecified) | 1% | -3% | 0% | -5% | 0 | -16% | -12 | 9%
Cn1cc(Cl)c(C(=O)OCC(=O)Nc2ccccc2)n1 | -5% | 0% | -7% | 13% | -2 | x | -6 | 3%
O=C(Cc1cccs1)N1CCN(S(=O)(=O)c2ccccc2)CC1 | 10% | -4% | 2% | 14% | -10 | x | -3 | -8%
CC1=NN(c2nc(-c3ccc(C)cc3)cs2)C(=O)C1N=Nc1ccc2ccccc2c1 (stereo unspecified) | 7% | -5% | -14% | -3% | 12 | 40% | -11 | 2%
c1ccc2ncc(-n3ccnc3)cc2c1 | -6% | -5% | 29% | 6% | 0 | -23% | 3 | 5%
Cc1cc(C(=O)OCC(=O)c2cccc([N+](=O)[O-])c2)c2ccccc2n1 | -1% | 3% | 22% | -3% | -13 | x | 3 | -6%
CC(C)c1nnc(NC(=O)CCC(=O)N2CCN(C3c4ccccc4-c4ccccc43)CC2)s1 | 2% | 7% | 14% | 3% | 2 | 37% | -8 | 8%
O=C(CSc1nnc(CNC(=O)c2c(F)cccc2Cl)o1)Nc1ccccc1F | x | x | 0% | x | x | -25% | 7 | -3%
CCCCN(C=O)c1c(CC)nc2c(OCCC)cccn12 | 18% | 1% | 9% | 6% | 0 | 23% | 0 | -8%
COc1ccc(N2CCN(C(=O)CCNC(=O)c3ccc(C(C)(C)C)cc3)CC2)cc1 | 0% | 0% | 7% | 10% | -3 | 17% | -6 | 24%

Full records from above. Values in the order: EPAC2 antag | aSyn yeast inh | TDP-43 yeast inh | EPAC2 ag | D3 antag | FUS yeast rescue | DRD3 agonist | Abeta yeast res
CC(=O)Oc1ccc(/C=c2\sc3ncnn3c2=O)cc1 across the screens: 12% | 7% | u | -4% | -7 | x | -2 | 0%
Cc1nc2ccccc2c2c1C(=O)N(c1ccc(C(=O)O)cc1)C2=O across the screens: -5% | 6% | -24%[0.397 µM] | -5% | 6 | 23% | -5 | 5%
c1ccc2ncc(-n3ccnc3)cc2c1 across the screens: -6% | -5% | 29% | 6% | 0 | -23% | 3 | 5%
Cn1cc(Cl)c(C(=O)OCC(=O)Nc2ccccc2)n1 across the screens: -5% | 0% | -7% | 13% | -2 | x | -6 | 3%

The listing continues.
SMILES | EPAC2 antag | aSyn yeast inh | TDP-43 yeast inh | EPAC2 ag | D3 antag | FUS yeast rescue | DRD3 agonist | Abeta yeast res
CCC(=O)N(CCc1ccccc1C)Cc1cc2cc3c(cc2[nH]c1=O)OCO3 | -8%[57.1 µM] | 0% | -9% | 6% | 66 | -7% | -10 | -2%
CCCN(CCC)CCCNC(=O)CNC(=O)c1nn(-c2ccc(OC)cc2)c(=O)c2ccccc12 | 0% | 3% | 10%[9.22 µM] | 4% | -7 | 3% | -10 | -1%
O=C(NCC(=O)N1CCN(Cc2ccccc2)CC1)c1ccc(Br)cc1 | -2% | 5% | -6% | 2% | 10 | 6% | 6 | 5%
CN(/C(=N/S(=O)(=O)c1ccccc1)c1ccccc1)S(=O)(=O)c1ccccc1 | -2% | 10% | 21% | -3% | 2 | x | 3 | 12%
COc1cc(Cl)c(C)cc1NC(=O)COC(=O)C1=COCCO1 | 4% | -1% | -2% | -5% | 6 | -14% | 1 | -4%
COC(=O)c1ccc(CSc2ccc3nnc(-c4cccc(F)c4)n3n2)o1 | u | -3% | u | 6% | -5 | 2% | -2 | -27%
CN1CCN(/C=N/c2c(C#N)cnn2C)CC1 | -1% | 0% | -9% | -1% | -6 | 7% | -6 | -6%
Cc1ccc(N2CCCCn3c2nc2c3c(=O)[nH]c(=O)n2C)cc1 | 5% | -9% | 2% | 0% | 4 | -6% | 4 | -4%
CCCc1nnc(NC(=O)CCC(=O)N2CCN(Cc3ccc(F)cc3)CC2)s1 | -1% | -1% | 13% | -1% | 13 | 1% | -5 | -2%
O=C(Oc1ccc(C(=S)N2CCC(O)CC2)cc1)c1ccc(Cl)cc1 | -3% | 0% | 10% | 10% | 8 | 7% | 3 | 8%
CCc1ccccc1NC(=O)CSc1nnc(CNC(=O)c2ccco2)n1C | -4% | 2% | 5% | 1% | 3 | 13% | -2 | 1%
COc1ccc(N2CCN(CCCNC(=O)C3COc4ccc(OC)cc4C3)CC2)cc1 (stereo unspecified) | x | x | 0%[9.22 µM] | x | x | -3% | 7 | -5%
CCCc1nc2scc(-c3ccc(C)cc3)c2c(=O)n1N | 10% | 12% | 25% | -6% | 20 | 12% | 8 | -6%
CC1SCC(NC(=O)c2cccc(Cl)c2)CS1 (stereo unspecified) | 1% | 0% | 11% | 7% | -15 | 1% | -2 | -12%
COc1cc(CN(C(=O)c2ccccc2)c2ccccn2)cc(OC)c1OC | x | x | 11% | x | x | 1% | 20 | -15%
c1ccc2[nH]c(NN=C3CCCCCC3)nc2c1 | 0% | 0% | -5% | 9% | 18 | -8% | -1 | -1%
CC1(C)CC(=O)C2=C(C1)NC(=O)CC2c1ccc(N(CCC#N)CCC#N)cc1 (stereo unspecified) | -1% | 4% | -9% | 8% | -13 | 4% | 3 | 17%
COc1ccccc1N1CCN(c2ccnc3cc(Cl)ccc23)CC1 | 0% | 0% | -7% | 10% | 23 | 10% | -4 | 8%
Cc1ccc(NC(=O)c2cccc3c2C(=O)N(C2CCCCC2)C3)cc1 | -5% | 4% | 20% | 3% | -5 | 4% | 5 | 7%
